Runt-CBFb FRET: blocks binding of human RUNX1 Runt domain to CBFb; actives 0.46% (n = 220,000); inhibition, % at 20 µM; AID 1496; Cerulean-Runt/Venus-CBFb FRET ratio 530/480, 1 h;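 active = inhibition over about 50% at 20 µM in the single-dose screen, limit read from the data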;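 also: 0% = DMSO wells and 100% = excess unlabeled CBFb competitor control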
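test system = Cerulean-tagged RUNX1 Runt domain (FRET donor) fusion protein | reagent = Venus-CBFb binding partner, 100 nM | incubation = protein complex preformed 1 h, compound exposure 1 h, room temperature, dark | detection = FRET fluorescence | read-out basis = loss of energy transfer signal | controls = 5 µM unlabeled CBFb as full-inhibition high control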
* hit, by the source's call.

entry	structure	Runt-CBFb FRET
1	C=C1C(=O)O[C@H]2[C@H]1[C@H](OC(=O)CC(=O)O[C@@H]1C[C@@H](C)[C@@H]3C=CC(=O)[C@@]3(C)[C@H]3OC(=O)C(=C)[C@H]13)C[C@@H](C)[C@H]1C=CC(=O)[C@]12C	1
2	C=C1C(=O)O[C@H]2C[C@@H](C)[C@@H]3C=CC(=O)[C@@]3(C)C[C@H]12	0
3	Cc1cc(OCC(=O)Nc2cc(C)nn2-c2ccccn2)c2c3c(c(=O)oc2c1)CCC3	-1
4	Cc1ccc2c(c1)C1CN(C)CCC1N2C(=O)Cn1cnc2c1c(=O)n(C)c(=O)n2C (configuration not stated)	-3
5	CN1C(=O)N(C)C(=O)C2(Cc3c(nc4ccccn4c3=O)N3CCC(Cc4ccccc4)CC32)C1=O (configuration not stated)	-2
6	CC(C)=CCc1c(O)cc2c(c1O)C(=O)CC(c1ccc(O)cc1)O2 (configuration not stated)	1
7	C=C1C(=O)O[C@@H]2C[C@@H](C)[C@@H]3C=CC(=O)[C@@]3(C)[C@@H](O)[C@H]12	3
8	Cn1c(O)c(C=Nc2ccc3c(c2)CCC3)c(=O)n(C)c1=O	0
9	C=C1C(=O)O[C@@H]2C[C@@H](C)[C@@H]3C4OC4C(=O)[C@@]3(C)[C@@H](O)[C@H]12 (some centres not stated)	1
10	C[C@@H]1C[C@H]2OC(=O)C3(CO3)[C@H]2[C@H](O)[C@]2(C)C(=O)C3OC3[C@@H]12 (some centres not stated)	4
11	C=C(COC(C)=O)CC1CC(O)[C@]2(C)OC3CC4OC5C[C@]6(C)O[C@]7(C)CCC8OC9C[C@]%10(C)OC%11C(C)=CC(=O)OC%11CC%10OC9C[C@@H](C)C8OC7CC6O[C@]5(C)C/C=C\C4OC3CC2O1 (some centres not stated)	-2

Part of the list above, field by field.
[4] Cc1ccc2c(c1)C1CN(C)CCC1N2C(=O)Cn1cnc2c1c(=O)n(C)c(=O)n2C (configuration not stated)
  Runt-CBFb FRET: -3
[5] CN1C(=O)N(C)C(=O)C2(Cc3c(nc4ccccn4c3=O)N3CCC(Cc4ccccc4)CC32)C1=O (configuration not stated)
  Runt-CBFb FRET: -2

Four structures from above, ordered by SMILES length, rising.
entry	structure	Runt-CBFb FRET
6	CC(C)=CCc1c(O)cc2c(c1O)C(=O)CC(c1ccc(O)cc1)O2 (configuration not stated)	1
2	C=C1C(=O)O[C@H]2C[C@@H](C)[C@@H]3C=CC(=O)[C@@]3(C)C[C@H]12	0
5	CN1C(=O)N(C)C(=O)C2(Cc3c(nc4ccccn4c3=O)N3CCC(Cc4ccccc4)CC32)C1=O (configuration not stated)	-2
10	C[C@@H]1C[C@H]2OC(=O)C3(CO3)[C@H]2[C@H](O)[C@]2(C)C(=O)C3OC3[C@@H]12 (some centres not stated)	4

Only part of the results is shown. The share of hits here may be higher or lower than overall.
